Gli-Sufu block – Gli-Sufu pathway antagonists, primary screen, luciferase luminescence, Sufu-KO-LIGHT cells, uHTS | Sufu-KO-LIGHT fibroblasts, Gli luciferase reporter luminescence | inhibition, % at 5 µM | 340,000 compounds, 0.74% hits;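 active means inhibition above about 55%, limit read from the data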;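 further: 0% = DMSO-treated cells and 100% = wells with medium but no cells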
APJ antagonist – antagonists of human apelin receptor APJ, primary screen, CHO-K1 cells, beta-arrestin complementation, luminescence. P35414. inhibition, % at 20 µM. 330,000 compounds, 0.32% hits. AID 2521, 2010;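 active means inhibition above about 40% at 20 µM, limit read from the data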;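 further: cells challenged with 10 nM apelin-13 agonist together with compound; plate controls were apelin-13 plus DMSO wells for no effect and DMSO wells lacking apelin-13 for full effect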
Target sequence (P35414 whole entry, looked up): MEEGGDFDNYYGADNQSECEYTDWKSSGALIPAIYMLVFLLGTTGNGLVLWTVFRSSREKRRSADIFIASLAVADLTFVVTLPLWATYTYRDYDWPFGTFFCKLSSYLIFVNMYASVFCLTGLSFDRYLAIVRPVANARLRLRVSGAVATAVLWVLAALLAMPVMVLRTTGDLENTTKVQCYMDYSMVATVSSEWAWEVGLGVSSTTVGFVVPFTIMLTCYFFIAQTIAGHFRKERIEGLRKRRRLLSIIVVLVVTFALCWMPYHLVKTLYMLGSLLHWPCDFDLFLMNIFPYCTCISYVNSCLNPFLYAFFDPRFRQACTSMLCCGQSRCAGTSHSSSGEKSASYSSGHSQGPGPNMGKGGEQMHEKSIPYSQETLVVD
CXCR6 inh – CXCR6 receptor inhibitors, primary screen, cell-based, beta-arrestin, luminescence, CHO-K1 PathHunter, 1536-well; AID 602244, 2012; 360,000 compounds, 0.36% hits; C-X-C chemokine receptor type 6 (Homo sapiens), O00574; inhibition, % at 20 µM; in the data active means inhibition above about 34%, passing the limit was not always enough;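 further: antagonist mode with CXCL16 agonist at 10 nM final; 0% = 10 nM CXCL16 with DMSO and 100% = unstimulated wells without agonist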
Target sequence (O00574 whole entry, looked up): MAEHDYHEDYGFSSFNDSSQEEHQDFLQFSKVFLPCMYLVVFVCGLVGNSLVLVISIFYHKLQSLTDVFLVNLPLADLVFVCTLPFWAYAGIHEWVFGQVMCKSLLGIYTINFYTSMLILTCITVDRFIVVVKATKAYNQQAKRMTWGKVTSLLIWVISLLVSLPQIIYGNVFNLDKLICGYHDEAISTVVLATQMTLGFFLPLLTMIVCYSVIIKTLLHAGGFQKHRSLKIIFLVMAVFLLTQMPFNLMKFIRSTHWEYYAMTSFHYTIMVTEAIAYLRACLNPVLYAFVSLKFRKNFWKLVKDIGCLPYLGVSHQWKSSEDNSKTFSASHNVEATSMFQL
EBI2 block – EBI2 receptor antagonists, beta-arrestin recruitment, primary screen, cell-based, luminescence, 7a,25-OHC stimulation, uHTS; inhibition, % at 5 µM; 7a,25-OHC stimulated; G-protein coupled receptor 183 (Homo sapiens), P32249; AID 651636, 2012; 360,000 compounds, 0.81% hits; in the data active means inhibition above about 38%;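 further: enzyme fragment complementation signal reports receptor beta-arrestin coupling in cells; 0% = agonist plus DMSO wells and 100% = wells without agonist; some results beyond the cut were filed as inactive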
UBC13 polyUb – UBC13 polyubiquitin chain formation inhibitors, primary screen, biochemical, TR-FRET, uHTS; 330,000 compounds, 0.47% hits; inhibition, % at 20 µM; Ubiquitin-conjugating enzyme E2 N (Homo sapiens), P61088; AID 485273, 2010; in the data active means inhibition above about 45%, passing the limit was not always enough
Target sequence (P61088 whole entry, looked up): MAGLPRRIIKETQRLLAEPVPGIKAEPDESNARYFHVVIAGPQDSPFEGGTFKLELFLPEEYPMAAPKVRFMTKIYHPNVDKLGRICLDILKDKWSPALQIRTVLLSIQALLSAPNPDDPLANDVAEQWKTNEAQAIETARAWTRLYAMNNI
CCR6 antagonist – CCR6 receptor antagonists, primary screen, cell-based, CHO-K1, luminescence, beta-arrestin, uHTS; inhibition, % at 20 µM; CHO-K1 CCR6 PathHunter beta-arrestin, CCL20-stimulated; C-C chemokine receptor type 6 (Homo sapiens), P51684; AID 493098, 2011; 340,000 compounds, 0.49% hits;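 active means compounds whose inhibition of the agonist-driven luminescence signal at 20 µM reaches about 50%, limit read from the data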;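 further: cells stimulated with CCL20 at 14 nM final; plate controls were DMSO with CCL20 for no effect and DMSO without agonist for full effect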
APJ agonist – agonists of human apelin receptor APJ, primary screen, CHO-K1 cells, PathHunter beta-arrestin, luminescence; 0% DMSO wells, 100% apelin; 330,000 compounds, 0.11% hits; P35414; activation, % at 20 µM;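 active means activation more than six SD over the plate average, tested at 20 µM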;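 further: 0% = DMSO alone and 100% = apelin-13 at 10 nM; some results filed as inactive read as strong as hits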
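Test system – PathHunter CHO-K1 APJ (AGTRL-1) beta-arrestin reporter cells · Input – 1000 cells/well · Compound – single test compound dose, 20 µM final, 1% DMSO · Times – compound stimulation 90 min at 25 °C, detection 60 min · Technique – beta-gal luminescence · Read-out basis – APJ–arrestin association signal · Control set – negative DMSO alone, positive Apelin-13 at 10 nM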
ATG4B inhibitor – ATG4B protease inhibitors, primary screen, biochemical, fluorescence, uHTS | Cysteine protease ATG4B (Homo sapiens), Q9Y4P1 | ATG4B cleavage of LC3-PLA2, NBD-HPC fluorescence, 1 h | inhibition, % at 8.33 µM | 340,000 compounds, 0.51% hits | AID 504462, 2011; in the data active means inhibition above about 40%
Active calls of the source: *; x = not tested or not shown.

Second line of a record: Gli-Sufu block, APJ antagonist, CXCR6 inh, EBI2 block, UBC13 polyUb, CCR6 antagonist, APJ agonist, ATG4B inhibitor
1	Cc1cccc(CNC(=O)C(C)n2nc(C)c3c(C)n(-c4ccccc4)nc3c2=O)c1 (centres undefined)
→ 35, 22, 4, 7, -2, 17, -3, 10
2	Cc1ccc(NC(=S)c2ccncc2)cc1
→ 3, -8, 1, 3, 10, 10, -5, 1
3	Cc1ccccc1-c1ccc(=O)n(CC(=O)Nc2ccc(N3CCOCC3)cc2)n1
→ -1, 5, 1, 0, -3, 12, -4, -12
4	CC(C)(C)Nc1nc(SCc2ccccc2)nc(N2CCOCC2)n1
→ 9, 16, -2, 16, 4, 18, -3, 2
5	CCCCSc1nc(C)c(C(C)=O)cc1C#N
→ 8, 2, -2, -5, 10, 20, -3, 9
6	CCC1(C)Cc2ccccc2-c2nc(-c3ccccc3)oc(=O)c21 (centres undefined)
→ -10, 2, 8, 7, 3, 11, -8, -1
7	COc1ccc(Cl)cc1NC(=O)CN(C1CCCCC1)S(C)(=O)=O
→ 11, 5, -1, -8, 11, 1, 3, -13
8	C/C(CC(=O)Nc1ccc2c(c1)OCCO2)=N\NC(=O)COc1ccccc1
→ -24, 4, 0, -2, 6, -2, 1, -1
9	CCC1=NN2C(=N)/C(=C\c3cccn3-c3ccc(OC)cc3)C(=O)N=C2S1
→ -10, -4, 9, -17, -5, 17, -4, 12
10	CCOC(=O)NC(=O)c1cn(N(C)c2ncc(C(F)(F)F)cc2Cl)c(=O)[nH]c1=O
→ 3, 0, 0, -8, -3, 6, -4, 0
11	c1nc(N2CCOCC2)c2c3c(sc2n1)CCCC3
→ -7, 4, -8, -8, -21, -14, 5, -3
12	CCn1ncc(C(=O)Nc2ccccc2C)c1C
→ -5, -3, -9, -12, 1, -17, -1, 5
13	Cc1nc2cc3ccccc3cc2s1
→ 4, x, -5, -3, x, 4, x, 2
14	CC(C)(C)c1cc2cccnc2n1Cc1cccc(Cl)c1
→ 14, 4, 2, 9, -5, 3, -3, 16
15	C[C@@H](NS(=O)(=O)c1ccc(Br)cc1F)[C@@H](O)c1ccccc1
→ 1, x, -7, 1, x, 25, x, -5
16	COc1ccc(N2CCN(S(=O)(=O)c3ccc(OC)c(C(=O)N4CCCC4)c3)CC2)cc1
→ 70*, -5, 0, -5, -2, 9, -1, 5
17	CSc1cccc(NC(=O)Nc2nc3c(C)cccc3s2)c1
→ -38, 0, -17, 19, -8, -9, -2, -4
18	CN(CC(=O)Nc1ccccc1Br)C(=O)CNC(=O)c1ccc2c(c1)OCO2
→ -5, 10, -7, -16, 1, 5, -3, -15
19	CCc1ccc(-c2cc(C(=O)N/N=C/c3c[nH]c4ccccc34)[nH]n2)cc1
→ -30, -26, -7, 13, 7, -32, 3, 1
20	CCC(C(=O)OCc1csc(CC(=O)Nc2ccccc2C)n1)c1ccccc1 (centres undefined)
→ 3, 5, 6, 10, -5, 20, -2, -1

A portion from the list above, as a working copy:
Second line of a record: Gli-Sufu block, APJ antagonist, CXCR6 inh, EBI2 block, UBC13 polyUb, CCR6 antagonist, APJ agonist, ATG4B inhibitor
1	Cc1cccc(CNC(=O)C(C)n2nc(C)c3c(C)n(-c4ccccc4)nc3c2=O)c1 (centres undefined)
→ 35, 22, 4, 7, -2, 17, -3, 10
2	Cc1ccc(NC(=S)c2ccncc2)cc1
→ 3, -8, 1, 3, 10, 10, -5, 1

Carrying on:
Second line of a record: Gli-Sufu block, APJ antagonist, CXCR6 inh, EBI2 block, UBC13 polyUb, CCR6 antagonist, APJ agonist, ATG4B inhibitor
21	Cc1ccc(Nc2nnc(-c3ccc4c(c3)OCO4)o2)c(C)c1
→ -28, 6, 6, 8, 4, 11, -3, -9
22	COc1ccc(Nc2nc(N)nc(CN3CCOCC3)n2)cc1
→ 1, -11, 2, -7, -8, -9, 0, -3
23	COc1ccc(NS(=O)(=O)c2ccc(C)c(C(=O)NNC(=O)c3csc(N4CCOCC4)n3)c2)cc1
→ -7, -1, 2, -5, 0, 1, 6, -10
24	COc1cc([N+](=O)[O-])ccc1NC(=O)COC(=O)C1=NN(c2ccccc2)C(=O)CC1
→ 8, 2, -4, -13, -3, 3, -2, -4
25	COc1cccc(N2CCN(c3ccc(N4C(=O)CCC4=O)cc3[N+](=O)[O-])CC2)c1
→ 5, 16, -1, 9, -13, 9, -4, 3
26	O=C(NN1CCOCC1)c1cnn2c(C(F)F)cc(-c3ccccc3)nc12
→ 4, 18, 5, 0, 8, 7, -3, -8
27	CC(=O)c1cccc(NC(=O)CC(C)n2ccnc2)c1 (centres undefined)
→ 26, 3, 1, 1, 4, -7, -1, -1
28	COc1ccc(C)cc1NC(=O)c1sc2ncnc(N3CCN(c4ccccn4)CC3)c2c1C
→ 1, 5, 11, 17, 24, 8, 0, 3
29	COc1cc(OC)cc(C(=O)NCC(=O)OCC(=O)C(C)(C)C)c1
→ -6, 4, -6, 4, 3, 3, 3, -10
30	COC(=O)CCCC1=CC2=C(c3ccccc3)C(=O)C(C)(OC(=O)C3CCCC3)C(=O)C2=CN1CCCCO (centres undefined)
→ -6, -72, -1, -8, -39, -3, 16, -9
31	O=C1c2ccccc2-n2c1nc1ccccc1c2=O
→ -8, -29, -9, 4, -85, 7, -8, -27
32	C[n+]1cnc(-c2ccccc2)cc1-c1ccccc1
→ 2, 17, 4, 7, -12, 8, 0, 0
33	CC(O)CNC(=O)C1CCN(Cc2ccc(OCc3ccccc3)cc2)CC1 (centres undefined)
→ -22, -3, 0, -6, 10, 33, -1, -1
34	O=C(Nc1ccc(Cl)c(C(F)(F)F)c1)[C@@H]1CC=C[C@@H]2CCN(Cc3ccccc3)C(=O)[C@@H]21
→ 0, 4, -3, 6, -9, 8, -3, 3
35	Cc1ccc(N(CC(=O)N/N=C/c2cccs2)S(C)(=O)=O)cc1Cl
→ 4, 9, 3, -5, 4, -1, -2, -11
36	C(=N\n1cnnc1)/c1cccn1-c1ccccc1
→ 5, 4, 2, -3, -11, -12, -3, 0
37	COc1ccc(NC(=O)C/C(C)=N/NC(=O)COc2ccc(OC)cc2)cc1
→ -10, 26, 6, -7, -4, 6, -2, -9
38	O=S(=O)(Nc1ccccn1)c1ccc(Cl)c2ccccc12
→ -2, -17, -5, 7, -3, 0, -5, -1
39	CCCCOc1cc(CC2CNC(=O)N2)ccc1OC (centres undefined)
→ 3, 18, -2, 2, 4, 12, 4, -4
40	COC(=O)c1cc(NC(=O)c2nccnc2C(=O)O)cc(C(=O)OC)c1
→ -1, -66, 5, -6, 4, 16, -2, -1
41	CCc1ccc(NC(=O)CN(c2cccc(C)c2)S(C)(=O)=O)cc1
→ -2, -6, -4, -4, -2, 10, -1, -9
42	COc1ccc(OCC(=O)N/N=C/C(C)=C/c2ccco2)c(Br)c1
→ -6, -21, 1, 3, -6, 3, 2, -4
43	C=CCn1cc(C(C)=O)c(=O)[nH]c1=O
→ -9, 7, -4, -11, -4, -6, 0, 7
44	O=C(NNC(=O)c1cc2cc3ccccc3nc2s1)c1cccc(C(F)(F)F)c1
→ 0, 16, 14, 6, -17, 7, -4, -1
45	O=C(CN(C(=O)c1csnn1)c1ccccc1F)NC1CCCCC1
→ 18, 12, 12, -3, 0, 7, -1, -3
46	Cc1cc(NC(=O)Cn2c(=O)c3c(ncn3CCC(C)C)n(Cc3ccccc3)c2=O)no1
→ 8, -6, 3, -5, -12, 19, 1, -10
47	CC(NC(=S)N1CCOCC1)c1ccccc1 (centres undefined)
→ -8, 3, -1, 0, 19, 6, -3, -2
48	CCN1CCN(CCNC(=O)c2cn(C(C)c3ccccc3F)nn2)CC1 (centres undefined)
→ 11, 6, -4, 1, 9, 15, -4, -10
49	O=C(/C=C/c1ccco1)NC(=S)Nc1ccccc1Br
→ -2, 11, 5, -2, -4, 18, -5, 7
50	CSc1ncccc1C(=O)OCC(=O)NCCc1ccccc1
→ 1, -5, 0, -15, 3, 15, -4, -8
51	COC(=O)c1cc(C#N)c(NCc2ccc(Cl)cc2Cl)nc1C
→ -5, 9, 3, -20, 2, 1, -4, -9
52	CN(c1ccccc1)c1nc(N)c([N+](=O)[O-])c(Nc2ccc(F)cc2)n1
→ 3, 7, -1, 19, -10, 9, 6, -2
53	Cc1nc(-c2ccc(Cl)cc2)sc1C1(C)CC(c2ccc(Cl)cc2)=NO1 (centres undefined)
→ -7, 3, -7, -3, -2, -7, -5, -2
54	CCN1CCN(C(c2ccc(F)cc2)c2nnnn2Cc2cccs2)CC1 (centres undefined)
→ -11, -2, 6, 0, 8, 2, -5, -5
55	COc1ccc2cc(CCNC(=O)c3ccc(S(=O)(=O)N4CCCC4)cc3)c(=O)[nH]c2c1
→ 5, 8, -1, -3, -2, 39, -3, -2
56	CCOC(=O)C1CCN(C(=O)CSc2ccc(Cl)cc2)CC1
→ 4, 11, 7, 77*, 4, -13, -3, -9
57	Cc1cc(N2CCN(c3ccccn3)CC2)n2nc(C)nc2n1
→ 7, 6, -4, 8, -9, 0, -4, 4
58	CCc1cccc(OCC(=O)Nc2ccc(S(=O)(=O)Nc3onc(C)c3C)cc2)c1
→ 4, 3, -4, -6, -7, 14, -1, -10
59	O=C(CN(Cc1ccc2c(c1)OCO2)C(=O)CSc1nc2ccccc2o1)NC1CCCCC1
→ 1, -5, -10, -14, 5, 15, -1, -21
60	Cc1ccc(CN2CCNC(=O)C2CC(=O)N(C)Cc2cnccn2)cc1 (centres undefined)
→ 1, -1, 0, -12, 0, -3, -2, -2
61	Clc1ccc(COc2ccccn2)cc1Cl
→ -1, -1, -7, -3, 2, -10, -6, -5
62	CCN(CC(=O)Nc1ccccc1OC)Cc1csc(CC(=O)Nc2ccc(C)cc2)n1
→ 0, -2, 1, -4, -6, 6, -2, -9
63	O=C(c1cccs1)N1CCN(c2nc3c(F)cc(F)cc3s2)CC1
→ -3, -1, -13, -7, 2, 4, 8, -1
64	CCN(C1CCS(=O)(=O)C1)S(=O)(=O)c1cccs1 (centres undefined)
→ -5, -13, 3, -4, -2, 6, 2, 5
65	CCc1cc(=O)oc2cc(C)cc(OCC(=O)NC(Cc3ccc(Cl)cc3)C(=O)O)c12 (centres undefined)
→ -6, 9, 8, -1, 1, 1, -3, -24
66	O=C(O)CS(=O)(=O)CC(=O)O
→ 9, 37, -6, -6, -1, 7, -1, -5
67	Nc1c(N(Cc2ccccc2)C(=O)COc2ccc([N+](=O)[O-])cc2)c(=O)[nH]c(=O)n1Cc1ccccc1
→ 8, x, 6, 9, x, 7, x, -25
68	O=C(NCCCl)Nc1ncn[nH]1
→ -7, x, -10, 3, x, 0, x, 4
69	Cc1cccc(NC(=O)C(C)Sc2nc3ccccc3c(=O)n2CCCN2CCOCC2)c1 (centres undefined)
→ -3, 4, 8, 14, -5, 11, 3, -4

Screening results (PubChem BioAssay)
